Screening data: PubChem, National Center for Advancing Translational Sciences (NCATS)
KAT2A inh = GCN5L2 (KAT2A) acetyltransferase inhibition. Potency, µM (top dose mostly 58.9 µM), inactives show at the highest dose activity change, negative = inhibition, hits mostly inhibitors. GCN5L2 HAT assay, ThioGlo1 CoA-SH fluorescence. hit rate 0.21% among 390,000. Q92830
Target sequence (Q92830 whole entry, looked up): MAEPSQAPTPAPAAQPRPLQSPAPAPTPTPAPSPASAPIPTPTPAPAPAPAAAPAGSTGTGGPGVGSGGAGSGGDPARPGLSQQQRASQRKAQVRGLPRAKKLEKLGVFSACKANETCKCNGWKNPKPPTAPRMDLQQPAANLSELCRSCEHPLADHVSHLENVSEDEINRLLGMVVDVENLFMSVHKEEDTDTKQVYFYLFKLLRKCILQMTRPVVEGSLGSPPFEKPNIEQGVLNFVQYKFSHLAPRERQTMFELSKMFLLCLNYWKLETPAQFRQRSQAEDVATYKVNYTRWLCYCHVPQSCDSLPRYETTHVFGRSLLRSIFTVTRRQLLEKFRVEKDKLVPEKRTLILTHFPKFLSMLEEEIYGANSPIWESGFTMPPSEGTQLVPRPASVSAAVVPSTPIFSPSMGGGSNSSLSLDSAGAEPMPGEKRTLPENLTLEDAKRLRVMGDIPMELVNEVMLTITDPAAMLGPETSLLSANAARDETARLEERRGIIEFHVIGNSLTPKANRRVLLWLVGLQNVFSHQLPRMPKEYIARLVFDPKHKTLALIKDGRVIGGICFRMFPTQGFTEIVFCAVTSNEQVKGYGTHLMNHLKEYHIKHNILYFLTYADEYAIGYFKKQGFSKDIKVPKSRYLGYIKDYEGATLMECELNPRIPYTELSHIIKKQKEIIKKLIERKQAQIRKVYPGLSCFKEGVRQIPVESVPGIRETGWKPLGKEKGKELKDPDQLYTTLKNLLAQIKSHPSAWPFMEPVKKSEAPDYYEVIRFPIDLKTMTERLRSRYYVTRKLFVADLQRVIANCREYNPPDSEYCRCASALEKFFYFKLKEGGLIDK
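ThioGlo1-coupled HAT assay: 20nM GCN5L2, 70uM acetyl-CoA, 75uM H3(1-25) peptide, pH 7.5. Fluorescence read at 340/540nm at start and after 20 min at room temperature.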
FEN1 inh = human FEN1 inhibition. hit rate 0.35% among 390,000. Potency, µM (series often up to 114 µM), inactives show at the highest dose activity change, negative = inhibition, hits mostly inhibitors. Recombinant FEN1 flap cleavage, fluorescence, 15 min. P39748; also: nearly all actives have a fitted effect of over 65% in size
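Potency values derive from four-parameter Hill fits of normalized qHTS data. The reaction used 10 nM FEN1 preincubated 15 min at room temperature with compound, then 50 nM DNA substrate, read at 0 and 15 min.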
N370S GC = inhibits or activates N370S mutant glucocerebrosidase | Potency, µM (series often up to 59.4 µM), for inactives: top-dose activity change, negative = inhibition, most hits filed as inhibitors | hit rate 0.092% among 330,000 | N370S GC spleen homogenate, 4MU-glucoside fluorescence | P04062;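 also: 0% = full enzyme activity and -100% = no enzyme basal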
Starred values were filed as active, the others as inactive; ? = inconclusive; . = not tested or not shown; & = joins results of further samples; [ ] = remark or other dose. Calls follow the shape of the dose curve; as a rule, active = well fitted curve in the direction sought with a large enough effect; inconclusive = small, poorly fitted or top-dose-only effect, or another doubt; inactive = no such curve, though single readings can be large; an effect the other way counts as inactive or inconclusive. Unless noted, % is scaled to controls: 0 for no effect and ±100 for the full control effect; potency is read from the fitted curve at half-maximal effect.

entry | Structure | KAT2A inh | FEN1 inh | N370S GC
1 | O=C(CCn1c(=O)sc2ccccc21)NC1=NCCS1 | 1% | -4% | 1%
2 | COc1ccc(Cn2c(N)c(C#N)c3nc4ccccc4nc32)cc1 | -3% | 9% | ?
3 | Cc1ccc(S(=O)(=O)N(CC(=O)Nc2cccc([N+](=O)[O-])c2)C2CCCCC2)cc1 | -13% | -15% | ?
4 | COc1ccc(NC(=O)CCN2CCCCCC2)c(OC)c1 | -2% | -4% | 0%
5 | CC(C)c1onc(C(=O)Nc2ccc3c(c2)OCO3)c1[N+](=O)[O-] | -7% | 15% | ?
6 | CN(CC(=O)Nc1ccc(F)cc1)c1ccc(S(=O)(=O)N2CCCC2)cn1 | 2% | 1% | 30%
7 | CC1(C)C(=O)Nc2ccccc2N1C(=O)COC(=O)c1cc(Cl)cc(Cl)c1 | -26% | -9% | .
8 | CCOC(=O)c1c(N)sc2c1CCSC2 | -4% | -8% | -2%
9 | Cc1ccc(C(=O)C(OC(=O)CN2C(=O)c3ccccc3C2=O)c2ccccc2)cc1C (stereo not drawn) | -9% | 12% | 20%
10 | CC1CCC(NC(=O)CN2CCC(n3nnc4cc(F)ccc43)CC2)CC1 (stereo not drawn) | -7% | -1% | 0%
11 | Cc1cccc(C)c1NC(=O)c1ccc(-n2cnnn2)cc1 | -8% | 8% | 2%
12 | CCCCc1nc2ccccc2c(=O)n1NC(=O)c1c(O)c2c(n(CC(C)C)c1=O)CCCC2 | -13% | 0% | 10%
13 | Cc1ccc(CNC(=O)CCCc2c[nH]c3ccccc23)cc1 | -1% | -12% | 1%
14 | CC1CCCN(C(=O)COC(=O)c2ccc3[nH]c4c(c3c2)CCCC4)C1 (stereo not drawn) | -1% | 4% | 0%
15 | O=C(NCc1nc2ccccc2[nH]1)c1ccc(Cl)c(S(=O)(=O)N2CCCC2)c1 | -11% | -9% | -7%
16 | Cc1nn2c(N3CCN(C)CC3)c3c(nc2c1-c1ccccc1)CCCC3 | -1% | 11% | -16%
17 | CCSc1nc(C)c(CC)c(C)c1C(N)=O | -7% | -2% | -7%
18 | Cc1nn(C)cc1S(=O)(=O)N1CCN(Cc2ccc(F)cc2Cl)CC1 | -4% | 6% | 16%
19 | COc1cc(/C=C2\CC/C(=C\c3cc(OC)c(O)c(OC)c3)C2=O)cc(OC)c1O | -11% | 6.3µM* | -15%
20 | Cc1ccc(S(=O)(=O)C(CNC(=O)COc2ccccc2)c2ccco2)cc1 (stereo not drawn) | 9% | -9% | .
21 | O=C(Nc1ccc2ccccc2c1)c1cn(-c2ccccc2)nc1-c1cccs1 | -6% | -11% | 25%
22 | O=C(C1=C[C@@H](C2CCCCC2)C[C@@H](OCc2ccc(CO)cc2)O1)N1CCOCC1 | 1% | -1% | 6%
23 | COc1ccc(S(=O)(=O)N2CCN(c3nc4ccccc4nc3-n3nc(C)cc3C)CC2)cc1 | 1% | . | 9%
24 | CC1(C)NC(=O)N(CC(O)CN(c2cccc([N+](=O)[O-])c2)S(=O)(=O)c2ccccc2)C1=O (stereo not drawn) | 0% | -13% | 1%
25 | O=C(CCN1C(=O)c2ccccc2C1=O)Nc1ccc(S(=O)(=O)N2CCOCC2)cc1 | 1% | 4% | 3%
26 | CSc1nc(C2CC2)cc(-c2cccs2)c1C#N | -10% | 3% | -6%
27 | Cc1nc(C)c(CCNS(=O)(=O)c2ccc(F)cc2)s1 | -2% | 16% | .
28 | CCCCCC(=O)Nc1nc(C)c(-c2csc(Nc3ccccc3OC)n2)s1 | -12% | 0% | -15%
29 | COc1ccc(NC(=O)c2cc(-c3ccco3)nc3ccccc23)cn1 | -9% | -34% | .
30 | O=C1NC(=Nc2ccccc2Br)SC1(CO)CO | -11% | 26% | 1%
31 | CCCCS(=O)(=O)N1CCC(C(=O)NCC2CCCO2)CC1 (stereo not drawn) | 1% | -12% | -1%
32 | COC(=O)c1ccc(Oc2c(C)oc3cc(OCc4cnn(-c5ccccc5)c4)ccc3c2=O)cc1 | -5% | 0% | 14%
33 | CC1=C(C(=O)Nc2ccccc2)C(c2ccc(Br)cc2)n2nc(CCCO)nc2N1 (stereo not drawn) | 0% | 17% | .
34 | Cc1ccc(-n2nc3c(=O)n(CCCC(=O)NCCc4ccccc4Cl)nc(C)c3c2C)cc1 | -5% | 13% | .
35 | C[C@@H](NC(=O)c1[nH]cnc1C(=O)Nc1cccc(Cl)c1)c1ccccc1 | -2% | -6% | .
36 | O=C(CN1CCSC1=O)N1CCN(S(=O)(=O)c2ccc(F)cc2)CC1 | -5% | 4% | -20%
37 | CCCC(=O)Nc1c(-c2ccccc2Cl)c(=O)c2ccccc2n1C | 3% | 16% | -4%
38 | COc1ccc(S(=O)(=O)N(CC(=O)NCc2cccnc2)Cc2ccccc2)cc1 | -5% | 0% | -8%
39 | O=C(Cc1cccc2ccccc12)NCC(=O)N1CCN(Cc2cccc(C(F)(F)F)c2)CC1 | -4% | -4% | .
40 | O=C(COc1ccc([N+](=O)[O-])cc1Cl)N(C1CCCCC1)C1CCS(=O)(=O)C1 (stereo not drawn) | -6% | -1% | -7%
41 | CCCn1nnc(NC(=S)NC(=O)c2ccccc2OC)n1 | 1% | 18% | .
42 | O=C(COC(=O)/C=C/c1ccc(S(=O)(=O)N2CCOCC2)cc1)NCc1ccc(Cl)cc1 | -2% | -5% | -11%
43 | CCOC(=O)c1ccc(Oc2nc(NC)nc(SC)n2)cc1 | 0% | -5% | 1%
44 | O=C1CC(NS(=O)(=O)c2cccnc2)CN1c1ccc(Cl)cc1 (stereo not drawn) | -3% | 5% | -2%
45 | S=C(Nc1cccc(Cl)c1Cl)N1CCC2(CC1)OCCO2 | -6% | 4% | -3%
46 | CC(Sc1nnc(Cc2ccc([N+](=O)[O-])cc2)o1)C(N)=O (stereo not drawn) | 1% | 5% | 0%
47 | COc1cccc(=O)c2c(C)n(-c3cc(C)cc(C)c3)c(C)c12 | -5% | -6% | 19%
48 | O=C1c2ccccc2C(=O)C12OC(c1ccccc1)C1(C(=O)c3ccccc3C1=O)C2c1cccc([N+](=O)[O-])c1 (stereo not drawn) | -6% | . | 6%
49 | COc1ccc(CCNc2nc(-c3sc(N)nc3C)cs2)cc1OC | -9% | -8% | -9%
50 | O=C(COc1ccc(F)c(Cl)c1)c1ccc[nH]1 | -13% | -11% | 7%

(further entries)
entry | Structure | KAT2A inh | FEN1 inh | N370S GC
51 | CC(c1ccccc1C(O)(c1ccccc1)c1ccccc1)N(C)C (stereo not drawn) | 0% | 8% | -9%
52 | CCCCC(Sc1nc2cc3c(cc2c(=O)n1CCCC(=O)NCc1ccc(OC)cc1)OCO3)C(=O)OCC (stereo not drawn) | 0% | -23% | .
53 | CCn1c(CNC(=O)c2ccccc2F)nnc1SCC(=O)Nc1nncs1 | 1% | -13% | -9%
54 | CCn1nc(C)cc1C(=O)N1CCCC(N2CCN(Cc3ccc4c(c3)OCO4)CC2)C1 (stereo not drawn) | -2% | 1% | -2%
55 | Cc1cccc(NC(=O)COC(=O)CCc2ccccc2)c1C | 1% | -3% | 1%
56 | O=C(Nc1ccc(N2CCN(C(=O)c3ccco3)CC2)c(Cl)c1)c1c(F)c(F)c(F)c(F)c1F | -7% | 2% | -25%
57 | CCOc1ccc(OCc2ccc(C(=O)NCc3cccnc3)o2)cc1 | -3% | -6% | -4%
58 | CC(C)c1ccccc1OCC(=O)Nc1cc(S(=O)(=O)N2CCOCC2)ccc1N1CCCC1 | -14% | -12% | -8%
59 | CCCc1nc2ccc(NC(C)=O)cc2c(=O)n1Cc1ccc(Cl)cc1 | -9% | -3% | -9%
60 | O=C(CCN1CCN(CCO)CC1)Nc1cccc(Br)c1 | 1% | 3% | -3%
61 | O=C(NCc1cccnc1)c1ccc(COc2ccccc2Cl)o1 | 0% | 17% | 1%
62 | Cc1ccc(S(=O)(=O)N2CCC(C(=O)OCC(=O)NCCc3ccccc3)CC2)cc1C | -17% | 8% | 2%
63 | COc1ccc(CNC(=O)Cc2c(C)c3c(cc(C)c4c(C)coc43)oc2=O)cc1 | 2% | 5% | .
64 | Cc1cccc(C(=O)Nc2ccc(C(=O)N/N=C/c3ccc(C)o3)cc2)c1 | -14% | 9% | -16%
65 | CC12CC3CC(C)(C1)CC(C(=O)NC1=NCCS1)(C3)C2 | 5%[0.501 µM] | -4% | -2%
66 | O=C(Cn1c(=O)nc(-c2ccccc2F)c2cc(Cl)ccc21)NCCCc1ccccc1 | -2% | -3% | .
67 | CCN1CCN(C(=O)c2cc(COc3ccc(F)cc3F)on2)[C@@H](C)C1=O | 2% | 2% | 5%
68 | C#CCOCCOCCOCCNc1nc(N2CCOCC2)nc(N2CCN(C(=O)CCCCCCCCCCNC(=O)[C@H](CO)n3cc(CCCSC)nn3)CC2)n1 | 1% | -19% | -25%
69 | CCCN(C(=O)CCCSc1nc2ccccc2[nH]1)c1c(N)n(Cc2ccccc2)c(=O)[nH]c1=O | 1% | 6% | -8%
70 | COc1ccc(C(CC(=O)NC(C)c2ccc(-c3ccccc3)cc2)NC(C)=O)cc1 (stereo not drawn) | 1% | 3% | -15%
71 | O=C(CCc1nnc(CCCCc2ccccc2)o1)NCCCc1cccnc1 | -3% | 8% | -3%
72 | Cc1nc(=S)c2c([nH]1)-c1ccccc1CC21CCCCC1 | -3% | -1% | 6%
73 | CCO[C@H]1OC(C(=O)Nc2ccccc2)=C[C@@H](C)[C@@H]1CCCO | 2% | 20% | 14%
74 | Cc1ccc(S(=O)(=O)N2CCOCC2)cc1NC(=O)CN1CCN(c2ccc(O)cc2)CC1 | -1% | 6% | -2%
75 | Cc1ccc(S(=O)(=O)Nc2ccc3c(c2)c2c(n3S(=O)(=O)c3ccc(C)cc3)CCCC2=O)cc1 | -7% | -13% | 6%
76 | O=C(NCCOCCn1c(=O)oc2ccccc21)Nc1ccc(F)cc1F | 0% | -14% | .
77 | CN(C)c1ccc(NC(=O)CSc2nc(C3CC3)nc3ccccc23)cc1 | -4% | -9% | -1%
78 | O=C(NNC(=O)C1CCN(S(=O)(=O)c2ccccc2)CC1)c1ccccc1O | -9% | -11% | -5%
79 | COCc1ccc(-c2ccc3c(c2)c(C#Cc2ccsc2)c(-c2cc(OC)cc(OC)c2)n3C)cc1 | -19% | -4% | .
80 | COC(=O)c1sc(NC(=O)CSc2nncs2)c(C(=O)OC)c1C | 2% | -5% | 8%
81 | Cc1sc2nc(C(C)(C)C)oc(=O)c2c1C | -1% | -5% | 18%
82 | Cc1ccc(NS(=O)(=O)c2cccc(C(=O)NCC3(N(C)C)CCCCC3)c2)cc1 | -4% | 0% | -3%
83 | CC(C)Oc1ccc(C(=O)NCC(=O)O)cc1 | -3% | 1% | 5%
84 | COCCc1nn2c(=O)cc(COC(=O)c3ccc(OC)c(OC)c3)nc2s1 | -2% | -7% | .
85 | CC(C)Cn1c(CN2CCN(c3cccc(Cl)c3)CC2)nc2c1c(=O)[nH]c(=O)n2C | 3% | -5% | .
86 | Cc1ccc(C(c2nnnn2CS(=O)(=O)c2ccc(C)cc2)N2CCC(C(N)=O)CC2)cc1 (stereo not drawn) | -1% | -3% | -3%
87 | OC(COc1ccc(Cl)cc1)CN1CCN(c2ccccc2)CC1 (stereo not drawn) | -12% | -12% | -13%
88 | CCc1ccccc1NC(=O)C1=CC(c2ccc(OC)c(OC)c2)=NS(=O)(=O)N1C | -13%&-3% | -8%&7% | 0%
89 | Cc1sc2ncnc(Sc3ccccc3C(=O)Nc3ccc(C#N)cc3)c2c1C | -12% | 3% | 5%
90 | Cc1occc1C(=O)N/N=C/c1ccccc1[N+](=O)[O-] | -4% | -5% | -1%
91 | CCc1cc2cc3c(cc2nc1SCC(=O)Nc1cc(C)on1)OCO3 | -5% | -7% | 16%
92 | O=C(Nc1cccc(Cl)c1N1CCOCC1)c1cc([N+](=O)[O-])ccc1N1CCOCC1 | -5% | 1% | -3%
93 | CCCCN(CC)CCNC(=O)CN(C)S(=O)(=O)c1ccc2c(c1)c(=O)n(C)c(=O)n2C | -16% | -8% | 9%
94 | Cc1sc2c(c1C)c(=O)n(CCc1ccccc1)c(=O)n2Cc1ccccc1Cl | 2% | 8% | .
95 | COc1ccc(NC(=O)ON=C2c3ccccc3-c3ccccc32)cc1 | -5% | -18% | -20%
96 | CN(C)c1ccc(/C=N\NC(=O)c2csnn2)cc1 | -24% | 1% | -4%
97 | COc1ccc(N(C(C)C(=O)N/N=C/c2cccnc2)S(C)(=O)=O)cc1 (stereo not drawn) | -6% | 0% | -9%
